MITF inh: inhibitors of human MITF; O75030; AlphaScreen MITF homodimerization, bead proximity signal; inhibition, % at 2.6 µM; 650,000 tested, 0.91% active; AID 1259374; in the data active means inhibition above about 50%;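 further: 0% = vehicle wells with protein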
Target sequence (O75030 whole entry, looked up): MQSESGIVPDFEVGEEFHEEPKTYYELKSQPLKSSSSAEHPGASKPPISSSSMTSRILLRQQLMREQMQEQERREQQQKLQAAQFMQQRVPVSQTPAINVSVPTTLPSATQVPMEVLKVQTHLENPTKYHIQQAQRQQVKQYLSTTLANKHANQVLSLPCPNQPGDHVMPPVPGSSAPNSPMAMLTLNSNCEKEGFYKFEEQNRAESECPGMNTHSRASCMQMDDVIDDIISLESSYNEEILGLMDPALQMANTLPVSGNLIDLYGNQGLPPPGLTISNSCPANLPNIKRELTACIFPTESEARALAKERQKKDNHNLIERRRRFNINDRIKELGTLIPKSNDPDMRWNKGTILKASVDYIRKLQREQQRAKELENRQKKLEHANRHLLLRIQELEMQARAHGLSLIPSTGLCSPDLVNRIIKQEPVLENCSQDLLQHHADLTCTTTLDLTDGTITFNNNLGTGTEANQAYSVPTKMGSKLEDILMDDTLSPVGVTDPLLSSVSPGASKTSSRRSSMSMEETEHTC
FBW7 act: activators of human E3 ligase FBW7 | Q969H0 | AlphaScreen FBW7–phospho-cyclin E peptide binding, activator screen | normalized activity (activation), % at 26.1 µM | 650,000 tested, 0.13% active | AID 1259310; in the data active means normalized activity above about 1.9%;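 further: purified mutant Fbw7 with reduced substrate affinity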
TEAD-YAP block: TEAD-YAP interaction inhibition; inhibition, % at 9.12 µM; HEK-TIYL cells, TEAD-Gal4/YAP UAS-luciferase luminescence; 640,000 tested, 1.4% active; AID 1259422; in the data active means inhibition above about 32%;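 further: 0% = median of test compound wells and 100% = reference inhibitor wells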
GPR151 ag: activates the human receptor GPR151; PathHunter beta-arrestin GPR151 cells, luminescence; activation, % at 11.2 µM; 650,000 tested, 1% active; in the data active means activation above about 4.9%;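 further: 0% = median of compound wells and 100% = cells with positive control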
Target sequence (Q8TDV0 whole entry, looked up): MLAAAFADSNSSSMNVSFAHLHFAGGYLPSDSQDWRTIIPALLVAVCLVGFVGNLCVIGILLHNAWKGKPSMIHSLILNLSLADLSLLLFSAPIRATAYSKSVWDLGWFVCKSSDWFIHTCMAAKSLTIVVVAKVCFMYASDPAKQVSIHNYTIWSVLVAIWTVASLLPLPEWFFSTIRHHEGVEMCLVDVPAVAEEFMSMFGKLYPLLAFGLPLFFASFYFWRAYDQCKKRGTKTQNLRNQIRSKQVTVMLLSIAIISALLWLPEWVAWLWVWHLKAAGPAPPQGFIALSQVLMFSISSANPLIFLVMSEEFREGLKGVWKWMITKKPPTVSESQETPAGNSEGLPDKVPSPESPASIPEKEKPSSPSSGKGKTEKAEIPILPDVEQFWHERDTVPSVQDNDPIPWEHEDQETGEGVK
Active calls of the source: *. No enrichment for hits; overall some 3.4% were active at least once.

SMILES	MITF inh	FBW7 act	TEAD-YAP block	GPR151 ag
O=C(Cn1c(=O)oc2ccccc21)NCC(c1cccs1)N1CCOCC1 (stereo unspecified)	0	0.0	7	0.3
CC(=O)N1CCN(c2ccccc2NC(=O)C(c2ccccc2)c2ccccc2)CC1	0	0.0	2	0.9
O=C(c1cc2ccccc2o1)N1CCCC(c2ccccc2)C1 (stereo unspecified)	15	0.2	0	1.6
CC(C)(C)NC(=O)Cn1c(SCC(=O)N2CCCCCC2)nc2ccccc21	-1	0.3	4	-0.3
O=C(COC(=O)c1ccc[nH]c1=O)Nc1ccc(C(F)(F)F)cc1	19	0.3	-2	-2.1
O=C(NCc1ccccc1)C1CC(c2ccccc2F)=NO1 (stereo unspecified)	-4	-0.1	-6	1.3
Cc1ccccc1N(O)/C=C1\C=C(Br)C=CC1=O	-6	0.1	15	1.0
CC(C)c1ccc(CNC(=O)c2nc3ccccc3[nH]2)cc1	2	-0.1	0	0.7
CC(=O)N1CCc2c(sc(NC(=O)CCc3ccccc3)c2C#N)C1	-4	-0.1	54*	0.7
Cc1cccn2c(=O)c3cc(C(=O)Nc4ccc(S(N)(=O)=O)cc4)n(C)c3nc12	1	-0.2	-3	-0.3
CCCc1nnc(NC(=O)C(C)N2C(=O)C3C4C=CC(C4)C3C2=O)s1 (stereo unspecified)	10	0.0	0	-1.1
CN(C)c1cccc(-c2cnn3c(NCc4ccccn4)ccnc23)c1	16	-1.3	-16	-0.1
C=C(C)Cn1c(N2CCC(C(N)=O)CC2)nc2c1c(=O)n(C)c(=O)n2C	3	-0.2	4	-0.1
Cc1ccc(C(=O)Nc2cccc3c2C(=O)NC3=O)cc1	1	1.1	-12	-1.1
Cc1ccc(-n2c(=O)[nH]cc(C(=O)N3CCCc4ccccc43)c2=O)cc1	10	-0.2	9	0.4
NC(=O)C1CCN(c2oc(-c3ccc(F)cc3)nc2S(=O)(=O)c2ccccc2)CC1	15	0.0	-2	1.9
O=C(c1cc2nc(-c3ccc(Cl)c(Cl)c3)cc(C(F)(F)F)n2n1)N1CCN(Cc2ccccc2)CC1	26	0.3	-2	-0.2
COc1ccc2[nH]cc(CCNC(=O)C3CC(=O)N(c4ccc(C)cc4)C3)c2c1 (stereo unspecified)	-2	0.1	7	-1.0
Cc1cccc(-c2nc3ccccc3c(=O)n2OC(=O)c2ccc(C)c(C)c2)c1	1	0.7	2	-1.0
CCOC(=O)C1=CN(C(C)C)C=C(C(=O)OCC)C1c1ccc([N+](=O)[O-])cc1	4	-0.1	7	0.3
Clc1ccc(-n2ncc3c(NC4CCCCCC4)ncnc32)cc1	19	0.1	-6	0.1
CCOc1ccc(Cl)cc1S(=O)(=O)NCCc1ccc(OC)cc1	-14	0.0	7	0.3
CCN(C(=O)Cc1c[nH]c2ccccc12)C1(C(=O)Nc2cccc(C)c2)CCCCC1	2	-0.1	-4	-0.1
CCC(C)C(=O)Nc1nnc(Cc2ccc(Cl)cc2)s1 (stereo unspecified)	18	-0.2	7	2.5
CCC(C)c1ccccc1OCC(=O)Nc1ccccc1C(N)=O (stereo unspecified)	-23	0.1	13	-1.3
CCCN(CCC)CCNS(=O)(=O)c1ccc2c(c1)oc(=O)n2C	6	0.0	-5	7.6*
COc1cccc(C(c2sc3ncnn3c2O)N2CCC(C)CC2)c1 (stereo unspecified)	0	-0.2	1	1.0
CC1CCc2c(sc3ncnc(Sc4nnnn4-c4ccccc4)c23)C1 (stereo unspecified)	4	0.9	1	0.4
COc1ccc(COC(=O)Nc2c(SC)nsc2SC)cc1	-1	-0.1	-1	-0.5
Cc1nn(C)c(C(=O)NNC(=O)Nc2cccc(C(F)(F)F)c2)c1Cl	-5	-0.3	6	-1.0

Reprinted at random: three entries already listed, in no set order.
SMILES	MITF inh	FBW7 act	TEAD-YAP block	GPR151 ag
Clc1ccc(-n2ncc3c(NC4CCCCCC4)ncnc32)cc1	19	0.1	-6	0.1
CCC(C)C(=O)Nc1nnc(Cc2ccc(Cl)cc2)s1 (stereo unspecified)	18	-0.2	7	2.5
Cc1cccc(-c2nc3ccccc3c(=O)n2OC(=O)c2ccc(C)c(C)c2)c1	1	0.7	2	-1.0

The listing continues:
SMILES	MITF inh	FBW7 act	TEAD-YAP block	GPR151 ag
O=C(NCc1ccccc1)C1CCCN(Cc2ccccn2)C1 (stereo unspecified)	2	-0.1	-4	-0.5
O=C(NN=C1CCCCCC1)C(=O)Nc1cccc(Br)c1	14	-0.1	-7	0.4
Cc1ccccc1-n1c(SCC(=O)N2CCOCC2)nnc1-c1ccccn1	-6	0.0	-5	-0.8
COc1cc(/C=C/C(=O)Nc2cccc(-c3cn4c(n3)SCC4)c2)cc(OC)c1OC	20	0.1	25	-0.2
Cc1ccc2c(=O)c(C(=O)c3cccc(F)c3)coc2c1	2	-0.2	5	1.6
CC1CN(S(=O)(=O)c2cccc(C(=O)OCC#N)c2)CC(C)O1 (stereo unspecified)	2	0.0	-1	-0.8
COc1ccccc1OCC(=O)Nc1nc(-c2cccs2)c(NC(C)=O)s1	3	0.1	11	14*
COc1ccccc1-c1nnc(N)s1	16	0.8	3	-0.6
Cc1cc(NC(=O)CCc2c(C)nn(C)c2C)no1	6	-0.2	-2	0.1
O=C(CN1C(=O)c2ccc([N+](=O)[O-])cc2C1=O)Nc1ccccc1	4	-0.2	2	0.0
CC(C)CC(C(=O)Nc1ccc(C#N)cc1)N1C(=O)c2ccccc2C1=O (stereo unspecified)	1	-0.1	0	-0.4
O=C(c1cccc([N+](=O)[O-])c1)N1CCCCC1	11	-0.2	-1	0.3
CCc1nnc(NS(=O)(=O)c2ccc(N)cc2)s1	18	0.4	12	-2.2
CC(=O)COc1cc(C)cc2oc(=O)cc(-c3ccccc3)c12	9	1.0	-2	-0.4
O=C(NCCC1=CCCCC1)C1CC12CCN(C(=O)COc1ccccc1)CC2 (stereo unspecified)	-3	-0.2	6	-0.3

3 structures out of the list, arranged by formula weight, descending:
SMILES	MITF inh	FBW7 act	TEAD-YAP block	GPR151 ag
CC(C)CC(C(=O)Nc1ccc(C#N)cc1)N1C(=O)c2ccccc2C1=O (stereo unspecified)	1	-0.1	0	-0.4
O=C(NCc1ccccc1)C1CCCN(Cc2ccccn2)C1 (stereo unspecified)	2	-0.1	-4	-0.5
CC(=O)COc1cc(C)cc2oc(=O)cc(-c3ccccc3)c12	9	1.0	-2	-0.4

Further structures follow.
SMILES	MITF inh	FBW7 act	TEAD-YAP block	GPR151 ag
CC1(C)CC(=O)C2=C(C1)N(c1sc3c(c1C#N)CCCCC3)C(N)=C(C#N)C2c1ccsc1 (stereo unspecified)	11	0.0	-3	-0.8
CC(C)N(C(=O)Cn1nnc2c(cnn2-c2ccccc2)c1=O)C(C)C	4	-0.2	6	0.5
CN(C(=O)c1cc2ccccc2oc1=O)C1CCCCC1	12	0.1	11	0.1
COc1cccc(C2NC(C(=O)O)C3C(=O)N(c4cccc(C(=O)O)c4)C(=O)C23)c1O (stereo unspecified)	17	-0.1	1	1.2
Cc1ccc(CNC(=O)CCC2CCCN(C/C=C/c3ccco3)C2)o1 (stereo unspecified)	-18	0.1	9	-1.2
OC(COc1ccc(-c2ccccc2)cc1)CN1CCOCC1 (stereo unspecified)	-3	0.1	-3	1.4
CC1=C(C(=O)OC2CCCC2)C(c2ccc(C)s2)C2=C(CC(c3cccs3)CC2=O)N1 (stereo unspecified)	0	0.3	-1	-0.5
COc1ccc(C2CC(C(F)(F)F)n3nc(C(=O)Nc4ccccc4C)cc3N2)cc1 (stereo unspecified)	7	0.1	-7	0.7
CC(=O)C1=NN(c2ccc(C)cc2)C(c2c[nH]c3ccccc23)N1c1ccc(F)cc1 (stereo unspecified)	-4	0.0	-61	3.5
Cc1cccc(C(=O)NNC(=S)NC(=O)CC(C)C)c1	5	-0.1	-1	0.5
CN1CCN(c2ccc(-c3ccccc3Cl)cn2)CC1	5	-0.3	9	0.0
O=C(NCCOc1ccc2nnc(-c3cccc(F)c3)n2n1)Nc1ccc(F)c(F)c1	-7	-0.2	2	-0.2
O=C(Nc1nnc(C2CCCCC2)s1)C1CC1	7	0.0	1	1.0
C/C(CC(=O)NCC(C)C)=N\NC(=O)c1ccccc1Cl	-9	0.0	-4	2.2
CC(C)=N/N=C1/NC(=O)C(CC(=O)Nc2cc(Cl)ccc2C)S1 (stereo unspecified)	23	0.2	2	0.2
COc1ccc2nc(N(CC3CCCO3)C(=O)c3cc(C)on3)sc2c1 (stereo unspecified)	-9	0.3	-40	0.4
O=C(CN(Cc1ccc(Cl)cc1)S(=O)(=O)c1cccnc1)N1CCN(c2ccccc2)CC1	-8	-0.1	-4	-0.8
Cc1ccc(Nc2nc(-c3c(C)nc4ncccn34)cs2)cc1	9	-0.1	60*	-1.0
N#Cc1ccc(NC(=O)CSc2nnnn2-c2ccccc2)cc1	-10	-0.1	-2	-1.1
COc1ccc(S(=O)(=O)N2CCc3ccccc3C2C(=O)O)cc1 (stereo unspecified)	1	-0.1	-3	-2.6
Cc1ccc(NC(=O)c2c(C)nc3sc(C(N)=O)c(N)c3c2-c2ccco2)c(C)c1	-10	0.1	0	1.3
CC(=O)OC[C@H]1O[C@@H](n2cnc3c(=O)[nH]c(N)nc32)[C@H](OC(C)=O)[C@@H]1OC(C)=O	2	0.0	-7	-0.6
OC1(c2ccc3c(c2)OCO3)CCN(Cc2ccc(F)cc2)CC1	12	0.6	-1	-2.0
Cn1c(CC(=O)Nc2ccc(F)cc2)c(Sc2ccccc2)c2ccccc21	-6	0.2	7	0.4
COc1ccc(-c2noc(CNC(=O)c3c(OC)cccc3OC)n2)cc1	5	-0.2	9	-1.3
COc1ccc(C2C(C(N)=O)=C(C)Nc3nc(-c4ccccc4OC)nn32)cc1OC (stereo unspecified)	7	-0.1	-5	0.1
CC(C)(C)NCCOc1ccccc1Br	-10	-0.1	-10	0.2
Nc1nc(Nc2nccc3ccccc23)cc(NC2CC2)n1	7	0.0	-16	0.4
CCSc1nnc(NC(=O)c2cccc(C(F)(F)F)c2)s1	-2	0.0	-3	0.7
CC1=CC(=O)N(c2ccc([N+](=O)[O-])cc2)C1=O	10	0.1	4	-1.1
Cn1c(=O)oc2cc(S(=O)(=O)Nc3ccc(S(N)(=O)=O)cc3)ccc21	13	0.2	1	-2.0
Cc1cccc(C(=O)NCCc2cn3ccccc3n2)c1	-7	0.0	-6	-2.3
O=C(COc1ccc(Cl)cc1)NCC(c1ccco1)N1CCOCC1 (stereo unspecified)	0	-0.4	13	6.2*
COc1ccc(C(=O)C(c2c[nH]c3ccccc23)c2c[nH]c3ccccc23)cc1	12	0.0	3	1.4
Cc1ccc2nc(SCC(=O)N3CCCCC3)[nH]c2c1	9	0.6	-72	-1.0
CC(C)N1CC(O)=C(c2nc3ccccc3c(=O)[nH]2)C1=N	16	0.2	-4	-1.2
CCN1C(=O)CC(C(=O)Nc2ccccc2F)SC1=Nc1ccc(OC)cc1 (stereo unspecified)	7	-0.2	12	0.1
COC(=O)CCCNC(=O)CC1C(=O)NCCN1Cc1ccccc1C(F)(F)F (stereo unspecified)	-2	0.0	-3	2.6
c1ccc(Cc2nnc3n2CCN(Cc2ccc(CN4CCCC4)s2)CC3)cc1	8	0.0	-1	1.4
CNC(=S)N1NC(=O)C2c3ccccc3CC21 (stereo unspecified)	2	-0.3	-1	-1.2
CCOC(=O)C1CCCN(C(=O)c2ccc(C)c(C)c2)C1 (stereo unspecified)	1	-0.1	1	2.7
CCN(CC)C/C=C/c1c(F)c(F)c(NCCCOC)c(F)c1F	23	-0.3	-2	3.3
CC(C)(C)c1csc(N/N=C/c2ccc(C#N)cc2)n1	-8	0.0	-11	-0.4
O=C(NCCC12CC3CC(CC(C3)C1)C2)c1ccccc1	-1	-0.1	-31	0.1
O=C(Nc1ccc(F)cc1F)c1cc(-c2ccc3c(c2)OCO3)on1	24	0.2	-3	-1.0

Next section, starting with the last 5 of the part before.
SMILES	MITF inh	FBW7 act	TEAD-YAP block	GPR151 ag
CCOC(=O)C1CCCN(C(=O)c2ccc(C)c(C)c2)C1 (stereo unspecified)	1	-0.1	1	2.7
CCN(CC)C/C=C/c1c(F)c(F)c(NCCCOC)c(F)c1F	23	-0.3	-2	3.3
CC(C)(C)c1csc(N/N=C/c2ccc(C#N)cc2)n1	-8	0.0	-11	-0.4
O=C(NCCC12CC3CC(CC(C3)C1)C2)c1ccccc1	-1	-0.1	-31	0.1
O=C(Nc1ccc(F)cc1F)c1cc(-c2ccc3c(c2)OCO3)on1	24	0.2	-3	-1.0
O=C1/C(=C/c2ccc(-c3ccc(Br)cc3)o2)C=C(c2ccccc2)N1c1ccc(F)cc1	0	-0.1	1	-0.4
CCCc1nc(SCC(=O)N2CCCC2)c2c(C)c(C)sc2n1	-2	-0.3	2	-0.3
Cc1ccc(OCCN2CCCC(C)C2)c([N+](=O)[O-])c1 (stereo unspecified)	58*	-0.1	8	-0.6
O=C(c1cccc(Br)c1)N1CCN(S(=O)(=O)N2CCCCCC2)CC1	-54	0.2	-1	-0.6
COc1ccc(C2(C(=O)NC(C)c3nc(-c4cccnc4)n[nH]3)CCCC2)cc1 (stereo unspecified)	0	-0.1	-8	-0.4
COc1ccc(Br)cc1/C=N/NC(=O)CSc1ncccn1	19	0.1	-2	-2.0
CCC(=O)N1CCc2cc(S(=O)(=O)Nc3ccc(C)c(F)c3)ccc21	5	0.3	14	0.5
CCN(CC)C(=O)C1CCCN(c2ccc(-n3cc(CC(=O)NCCOc4ccccc4)c4ccccc43)nn2)C1 (stereo unspecified)	3	0.1	4	0.0
CCOC(=O)c1sc2nc(SCc3c(F)cccc3F)n(Cc3ccc(F)cc3)c(=O)c2c1C	1	-0.1	-2	1.6

Screening data from PubChem BioAssay.
